Screens deposited in PubChem BioAssay by several laboratories.
TWEAK Fn14 block – inhibitors of TWEAK-Fn14 signaling, primary screen, luciferase reporter cells, uHTS | TWEAK-stimulated Fn14 reporter cells, luciferase luminescence, 8 h | inhibition, % at 10 µM | hit rate 2% among 360,000; in the data active = inhibition above about 50%
TRPM1 prom inh – inhibitors of MITF-dependent TRPM1 promoter reporter, primary screen, cell-based, SK-MEL-5, single point, luciferase | SK-MEL-5 TRPM1 promoter luciferase, 24 h | inhibition, % at 12.5 µM | hit rate 0.83% among 330,000 | AID 488899, 2010;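 active = mean inhibition across replicates of 60% or more, whatever share of single replicates reaches that level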; also: values of inactives mirror those of a sister screen read the other way
NR2E3 ag-1 – NR2E3 agonists in two-hybrid cells, primary screen, cell-based, luminescence, CHO-S, Gal4-NCOR/VP16-NR2E3; luciferase; inhibition of corepressor binding, % at 3.98 µM; AID 602229, 2012; hit rate 0.35% among 360,000;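 active = inhibition above the mean of all tested compounds plus 3 SD, cut at about 70% in these data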;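 also: 0% = DMSO with NR2E3 transfected cells and 100% = cells lacking NR2E3 construct; higher means lower luciferase signal from less NR2E3 corepressor binding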
Target sequence (Q9Y5X4 whole entry, looked up, the tested form may be a part): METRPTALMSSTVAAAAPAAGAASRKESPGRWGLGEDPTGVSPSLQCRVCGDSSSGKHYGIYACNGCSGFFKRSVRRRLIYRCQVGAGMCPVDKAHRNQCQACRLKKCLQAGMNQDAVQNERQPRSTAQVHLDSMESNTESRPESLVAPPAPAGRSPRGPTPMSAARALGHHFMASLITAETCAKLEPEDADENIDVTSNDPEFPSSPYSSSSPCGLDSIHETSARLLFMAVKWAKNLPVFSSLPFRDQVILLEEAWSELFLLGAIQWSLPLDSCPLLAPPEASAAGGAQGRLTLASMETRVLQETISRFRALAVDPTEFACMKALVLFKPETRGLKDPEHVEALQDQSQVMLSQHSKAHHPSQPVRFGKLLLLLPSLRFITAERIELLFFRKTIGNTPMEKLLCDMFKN
hiPSC survival – enhancers of single-cell hiPSC survival, primary screen, ATPlite luminescence; 100% = ROCK inhibitor wells, 0% = DMSO; survival enhancement, % at 20 µM; hit rate 0.044% among 360,000; AID 602274, 2012; in the data active = survival enhancement above about 18%;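 also: cells exposed to compounds for 16 hours before the ATP read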
aDG glyco up – activators of alpha-DG glycosylation, primary screen, uHTS, Pro5-aDG cells, AlphaScreen; alpha-DG glycosylation AlphaScreen (IIH6); 0% Pro5, 100% B10-LARGE cell signal; activation, % at 10 µM; hit rate 0.22% among 360,000; AID 624168, 2012;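 active = activation of at least 8% versus controls, or a plate z-score of at least 8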;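 also: Pro5 are CHO cells carrying HIG-tagged alpha-DG that lacks glycosylation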
Shn3 inh set2 – reduction of Shn3 3'UTR firefly luciferase signal, primary screen, Schnurri-3 inhibitor project, cell-based, Clone20 osteoblasts, set 2. hit rate 0.52% among 360,000. AID 588674, 2011. Clone20 osteoblast Shn3 3'UTR firefly luciferase, 24 h. inhibition, % at 12.5 µM;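 active = mean inhibition of at least 75% with every replicate also reaching 75%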;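 also: 0% = median of neutral control wells and 100% = pilot-screen positive control compound; some compounds past the cut are filed as inactive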
NR2E3 ag-2 – inhibitors of NR2E3-RetCOR corepressor binding, primary screen, NR2E3 agonist project, biochemical, TR-FRET, GST-NR2E3, biotin-RetCOR. inhibition of corepressor binding, % at 4.78 µM. AID 2300, 2010. hit rate 0.12% among 320,000. Photoreceptor-specific nuclear receptor (Homo sapiens), Q9Y5X4. 1536-well;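 active = percent inhibition above the cutoff of mean plus 3 SD of all tested compounds, set per screening campaign, cut at about 20% in these data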;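 also: 0% = DMSO wells and 100% = biotin wells as full block of FRET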
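Test system – NR2E3–RetCOR corepressor complex · Quantity – NR2E3 fusion 1.35 nM · Buffer or medium – Tris pH 7.5 · Incubation – Compound–protein incubation for 5 h at 4 °C · Technique – TR-FRET, Eu(K)-anti-GST donor, streptavidin-D2 acceptor, ex 340, em 617/671 nm · Evaluation – percent inhibition of 671/617 nm emission ratio versus biotin and DMSO controls · Plate – 1536-well format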
KKLEB cytotox – cytotoxicity in KKLEB CF airway cells, primary screen, cytotoxicity control for CF NF-kB inhibitor project, cell-based, uHTS, fluorescence assay plates | hit rate 0.36% among 360,000 | activity change (cytotoxicity), % at 5 µM | KKLEB CF airway cells viability, ATPlite luminescence, overnight; stronger effect = lower value; cells stimulated with P. aeruginosa culture filtrate | AID 602141, 2011;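 active = corrected activity change at or below -50% at 5 µM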
HIF-2a block – HIF-2a reporter inhibitors, primary screen, luminescence, 786-0 RCC cells | 786-0 RCC cells HIF-2a reporter, luciferase luminescence, overnight | inhibition, % at 18.8 µM | hit rate 0.72% among 360,000;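 active = inhibition of the luminescence signal of 40% or more relative to plate controls, in a single-dose primary screen at 18.75 µM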
Peg3 promoter – Peg3 promoter-driven luciferase inhibitors, primary screen, cell-based, HeLa, luciferase luminescence; HeLa PEG-Prom luciferase reporter, overnight; hit rate 1.7% among 360,000; inhibition, % at 20 µM;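 active = inhibition of at least 50% at 20 µM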
CF NFkB inh – inhibitors of PAF-induced NF-kB signaling, primary screen, cell-based, GFP fluorescence, uHTS | KKLEB NF-kB-GFP reporter, GFP fluorescence overnight | AID 588850, 2011 | inhibition, % at 5 µM | hit rate 0.86% among 360,000;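 active = at least 50% inhibition at 5 µM, scaled per plate between neutral and stimulator controls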;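 also: PAF is a Pseudomonas aeruginosa culture filtrate used as stimulus; plate controls were PAF-stimulated DMSO wells for no effect and unstimulated DMSO wells for full effect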
* hit, by the source's call; / = no result given.

SMILES	TWEAK Fn14 block	TRPM1 prom inh	NR2E3 ag-1	hiPSC survival	aDG glyco up	Shn3 inh set2	NR2E3 ag-2	KKLEB cytotox	HIF-2a block	Peg3 promoter	CF NFkB inh
CC(Oc1ccc(Br)cc1Br)C(=O)Nc1cccnc1 (centres undefined)	7	-9	9	-0.3	-0.3	3	/	-1	7	9	16
COc1cc2c3nnc(-c4ccc(F)cc4)c-3cn(Cc3ccccc3F)c2cc1OC	-28	92*	14	-6.5	-0.1	24	/	0	26	110*	-63
COc1ccc2c(c1)CC/C(=C/c1ccco1)C2=O	25	-88	-86	-1.7	0.3	-53	-1	-9	-247	-291	-5
COCCn1c(-c2ccccc2Cl)nc2c(c(=O)c3ccccc3n2C)c1=O	-7	21	-15	1.4	0.0	-30	0	-10	28	10	14
CC(OC(=O)Nc1ccccc1)C(=O)OC1CCCCC1 (centres undefined)	-12	-38	-2	-1.4	-0.2	-16	/	-6	-77	-51	-1
CCOC(=O)c1cnc(SCc2ccc(C(C)(C)C)cc2)nc1N	-2	-18	10	-0.8	0.6	17	-2	-18	-32	-37	14
C[C@@H]1CN([C@@H](C)CO)C(=O)CCCn2cc(nn2)CO[C@H]1CN(C)S(=O)(=O)c1ccc2ccccc2c1	4	/	-6	-0.5	-0.4	-2	/	-11	3	-16	-1
COc1ccc(NC(=O)c2cc(-c3ccccc3)on2)cc1OC	-3	-15	-50	0.9	-0.1	-11	2	9	-55	-42	-24
CCOc1ccc(CCNC(=O)c2cccc(S(=O)(=O)N3CCN(C(C)=O)CC3)c2)cc1OCC	-8	1	2	0.8	0.1	-7	-3	7	7	-4	14
O=C(CSc1ncn[nH]1)Nc1ncc(C(F)(F)F)cc1Cl	-10	11	10	-0.3	0.0	13	-2	-4	14	10	-8
COc1cccc2cccc(/C=N/n3cnnc3)c12	-23	-14	-34	1.5	0.6	-9	4	-22	17	-11	-5
Cc1cccc(C)c1NC(=O)C1(N(C(=O)c2ccccn2)c2ccc(O)cc2)CCCCC1	17	-20	-11	0.6	-0.1	9	-3	12	8	8	-9
Oc1ccc(-c2n[nH]c(C(F)(F)F)c2-c2ccccc2)c(O)c1	56*	8	76*	-0.4	3.0	87*	1	-20	12	12	6
COc1ccc(NS(=O)(=O)c2cccc(C(=O)N3CCN(c4ccccc4O)CC3)c2)cc1	9	15	15	0.2	-0.2	19	-1	5	-1	14	4
COCC1CCCN(Cc2nc(-c3ccc4c(c3)OCO4)no2)C1 (centres undefined)	-19	-40	-79	-0.4	0.3	-48	-1	7	-172	-172	-4

Entries of single compounds, looked up by structure.
CC(Oc1ccc(Br)cc1Br)C(=O)Nc1cccnc1 (centres undefined) reads TWEAK Fn14 block = 7; TRPM1 prom inh = -9; NR2E3 ag-1 = 9; hiPSC survival = -0.3; aDG glyco up = -0.3; Shn3 inh set2 = 3; NR2E3 ag-2 = /; KKLEB cytotox = -1; HIF-2a block = 7; Peg3 promoter = 9; CF NFkB inh = 16
COc1cccc2cccc(/C=N/n3cnnc3)c12 reads TWEAK Fn14 block = -23; TRPM1 prom inh = -14; NR2E3 ag-1 = -34; hiPSC survival = 1.5; aDG glyco up = 0.6; Shn3 inh set2 = -9; NR2E3 ag-2 = 4; KKLEB cytotox = -22; HIF-2a block = 17; Peg3 promoter = -11; CF NFkB inh = -5

(list continues)
SMILES	TWEAK Fn14 block	TRPM1 prom inh	NR2E3 ag-1	hiPSC survival	aDG glyco up	Shn3 inh set2	NR2E3 ag-2	KKLEB cytotox	HIF-2a block	Peg3 promoter	CF NFkB inh
OC1(c2ccc3c(c2)OCO3)CCN(Cc2ccc(F)cc2)CC1	9	-11	-15	-0.2	0.1	2	-2	2	7	-3	-6
CCn1c2ccccc2c2cc(NC(=O)CN3CCCC3)ccc21	8	-6	-1	0.3	0.0	45	0	-12	2	4	0
COC(=O)c1ccc([N+](=O)[O-])c(CS(=O)(=O)c2ccc(Cl)cc2)c1	-14	8	0	-0.6	0.1	-3	2	-8	4	7	13
CN(CCO)c1cccc2c1S(=O)(=O)N[C@H](Cc1ccccc1)CO2	-2	/	-14	-0.5	0.0	/	/	/	16	/	/
Cc1ccc(Cc2c(-c3ccc(C#N)cc3)nc3ccc(Cl)cn23)cc1	-9	/	-46	-1.4	0.6	11	/	5	-77	-8	-6
CC(C)N1CC(O)=C(c2nc3ccccc3c(=O)[nH]2)C1=N	-32	-1	-25	2.9	-0.2	-18	-1	10	-73	-48	-14
CCOc1cc(Cl)c(NC(=O)CC)cc1OCC	-11	5	-8	0.2	0.1	-8	-3	3	20	15	12
CC(C)[C@@H]1N[C@]2(C(=O)Nc3ccccc32)[C@@H]2C(=O)N(c3cccc(C(F)(F)F)c3)C(=O)[C@@H]21	-3	6	-11	0.7	0.2	-5	-3	10	5	9	-11
Cc1nc2ccccn2c1C(=O)/C=C/c1ccc(F)cc1	41	14	-46	-1.0	4.1	-48	2	-2	-123	-137	34
COc1ccc(OC)c(NC(=O)CSc2ccccc2)c1	1	10	-7	0.5	0.9	5	3	5	6	9	2
COc1ccccc1OCCCOc1ccc(C)cc1Br	-50	-90	-111	1.5	0.2	-98	-3	4	-243	-306	-4
COc1ccc(C2C(C(N)=O)=C(C)Nc3nc(-c4ccccc4OC)nn32)cc1OC (centres undefined)	-14	-3	-1	4.5	0.0	-13	-1	1	-1	-4	-11
Cn1c(CC(=O)Nc2ccc(F)cc2)c(Sc2ccccc2)c2ccccc21	3	8	24	-1.1	0.0	4	0	-1	-52	22	-2
C=CCNc1nc(C(=O)OCC(=O)c2ccc(OC)cc2OC)cs1	-25	-53	-41	-0.5	0.1	-27	-3	6	-126	-165	-5
O=C1OC(CCl)CN1Cc1ccc([N+](=O)[O-])cc1 (centres undefined)	-19	3	-6	0.0	0.0	3	2	3	10	13	3
Clc1cccc(CNc2ccn3nc(-c4ccco4)cc3n2)c1	-8	/	-30	-0.3	5.2	-14	/	-16	-160	-188	24
CCc1nnc(NS(=O)(=O)c2ccc(N)cc2)s1	-5	-6	3	3.4	0.0	-1	3	-8	22	1	10
Cc1ccc(C)c(N(CC(=O)N2CCCCCC2)S(C)(=O)=O)c1	-7	4	-10	-0.1	0.0	-4	-1	-1	21	-2	-3
COc1ccc(-c2cccc(NC(=O)c3ccco3)c2)nn1	4	0	-2	-0.5	-0.2	7	-5	-21	-5	16	0
CC(=O)COc1cc(C)cc2oc(=O)cc(-c3ccccc3)c12	17	-4	10	1.3	-0.6	7	-2	6	12	9	18
Cc1cccc2c(=O)c(C(=O)NCCCN3CCOCC3)c[nH]c12	12	8	-1	-0.8	0.2	-2	3	7	1	5	-16
Cc1c(CCC(=O)NCCCN2CCCC2=O)c(=O)oc2cc(O)ccc12	-8	1	-7	1.3	0.0	-3	-2	-15	12	6	-1
Cc1ccc(Nc2nc(-c3c(C)nc4ncccn34)cs2)cc1	11	14	17	0.5	0.2	28	2	-13	-80	-41	-20
CCC1CCCCN1C(=S)Nc1ccc(SC(F)F)cc1 (centres undefined)	6	-3	11	1.1	0.1	-1	5	1	-19	-8	11
COc1ccc(OC)c(/C=C/C(=O)OCC(=O)Nc2cccc(Oc3ccccc3)c2)c1	4	8	-10	-0.5	0.1	9	1	-9	-14	-15	15
CC(C)=N/N=C1/NC(=O)C(CC(=O)Nc2cc(Cl)ccc2C)S1 (centres undefined)	-9	-1	18	-1.0	0.1	-3	2	22	16	0	-36
COc1ccc(NC(=O)c2sc(Cl)nc2-c2ccccc2)cc1	0	8	9	0.4	0.5	-21	4	-13	0	12	-10
O=C(O)c1ccccc1NS(=O)(=O)c1ccc(NN=Cc2cccc(Cl)c2)c([N+](=O)[O-])c1	2	-2	-7	2.8	-0.1	-5	/	2	15	6	19
CCOC(=O)c1csc(-c2ccc([N+](=O)[O-])cc2)n1	-4	-26	-12	-0.7	0.0	-7	-3	6	-151	-91	-13
COc1ccc(NC(=S)NNC(=O)Cn2nc([N+](=O)[O-])cc2C)cc1	-19	0	-2	3.0	-0.1	6	3	10	-1	4	-2
c1ccc(Nc2nc(Nc3ccccc3)nc(N3CCNCC3)n2)cc1	17	-17	-12	-0.6	-0.3	-15	-1	-7	2	36	-1
Cc1cc(OCCCC(=O)NCCc2nnc3ccccn23)ccc1Cl	1	-22	6	-2.1	-0.2	4	/	8	-29	-28	-20
Clc1cccc(Cl)c1/C=N/Nc1c(Cl)cncc1Cl	6	8	-27	-0.1	-0.2	7	1	1	8	24	-2
COc1cccc(C(=O)c2ncc(C(F)(F)F)cc2Cl)c1	-4	-13	-12	-0.3	0.0	-31	6	-7	-21	-16	-11
CCN(CC)S(=O)(=O)N1CCC(C(=O)NCCN2CCOCC2)CC1	6	1	-1	-3.6	0.1	-9	2	7	13	-8	6
Cc1ccc(C(C)(C)NC(=O)C2CCC(=O)N(Cc3ccccc3F)C2)cc1 (centres undefined)	-4	3	-25	0.1	0.1	-31	1	5	-31	-34	-12
Cc1cccc(NC(=O)COc2ccccc2C(=O)NC(C)c2ccccc2)c1 (centres undefined)	3	7	-16	-0.2	0.6	46	1	18	0	40	-42
COC(=O)Nc1ccc(S(=O)(=O)N2CCCCCC2)cc1	-1	-1	-10	-1.8	1.9	-1	0	3	20	24	6
CCCc1cc(=O)oc2cc(C)cc(OC(C)C(=O)NCc3cccnc3)c12 (centres undefined)	-23	10	-18	-0.1	-0.4	-2	1	-20	-3	17	2
CCOc1ccc(NC(=O)NCC2CCN(Cc3ccc(F)cc3)CC2)cc1	-6	-1	-17	-0.9	0.0	9	-2	4	10	5	-1
CCOC(=O)/C=C/C(=O)Nc1ccc(-c2nnc3n2CCCCC3)cc1	21	-18	-26	-0.6	0.0	-19	6	0	-5	22	31
O=C(c1cccc(Br)c1)N1CCN(S(=O)(=O)N2CCCCCC2)CC1	-19	-11	13	-0.5	0.5	15	6	7	18	13	3
C#CC(=O)N(c1ccc(OC)cc1OC)C(C(=O)NC1CCCC1)c1cccs1 (centres undefined)	37	101*	-4	-5.1	-0.5	83	1	-93*	96*	101*	94*
O=C(Nc1ccc(F)cc1F)c1cc(-c2ccc3c(c2)OCO3)on1	-37	-48	4	0.2	0.1	-61	7	-1	-44	-106	-4
COc1cc(C(=O)OCC(=O)N2CCN(S(=O)(=O)c3ccc(C)cc3C)CC2)c([N+](=O)[O-])cc1OC	2	22	-17	8.8	0.3	-2	/	5	18	30	-13
